Screens as filed in PubChem.
FBW7 act – activators of human E3 ligase FBW7. normalized activity (activation), % at 26.1 µM. 0.13% of 650,000 active. AlphaScreen FBW7–phospho-cyclin E peptide binding, activator screen. Q969H0; in the data active means normalized activity above about 1.9%;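 further: purified mutant Fbw7 with reduced substrate affinity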
Target sequence (Q969H0 whole entry, looked up): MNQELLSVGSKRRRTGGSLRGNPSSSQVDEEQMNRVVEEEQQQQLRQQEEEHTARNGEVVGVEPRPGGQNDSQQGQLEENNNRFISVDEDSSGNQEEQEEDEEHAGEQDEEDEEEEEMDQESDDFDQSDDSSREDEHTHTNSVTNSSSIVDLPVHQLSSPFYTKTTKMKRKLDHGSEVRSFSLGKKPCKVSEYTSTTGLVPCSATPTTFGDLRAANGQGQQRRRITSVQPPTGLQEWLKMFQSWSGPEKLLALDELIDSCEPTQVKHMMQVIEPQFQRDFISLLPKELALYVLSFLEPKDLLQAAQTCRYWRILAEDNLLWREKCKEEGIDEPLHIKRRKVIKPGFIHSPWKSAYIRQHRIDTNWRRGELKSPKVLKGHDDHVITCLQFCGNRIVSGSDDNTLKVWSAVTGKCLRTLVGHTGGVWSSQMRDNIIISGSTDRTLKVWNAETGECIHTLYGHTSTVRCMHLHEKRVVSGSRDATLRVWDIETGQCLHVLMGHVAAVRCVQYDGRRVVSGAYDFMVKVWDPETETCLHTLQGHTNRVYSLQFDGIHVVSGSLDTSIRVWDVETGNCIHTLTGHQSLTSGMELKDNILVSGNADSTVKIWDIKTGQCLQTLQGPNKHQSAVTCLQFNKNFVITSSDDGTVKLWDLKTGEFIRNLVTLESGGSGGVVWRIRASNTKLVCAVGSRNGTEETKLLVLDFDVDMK
TEAD-YAP block – TEAD-YAP interaction inhibition | inhibition, % at 9.12 µM | HEK-TIYL cells, TEAD-Gal4/YAP UAS-luciferase luminescence | 1.4% of 640,000 active; in the data active means inhibition above about 32%;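 further: 0% = median of test compound wells and 100% = reference inhibitor wells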
MITF inh – blocks human microphthalmia-associated transcription factor | 0.91% of 650,000 active | AlphaScreen MITF homodimerization, bead proximity signal | inhibition, % at 2.6 µM; in the data active means inhibition above about 50%;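 further: 0% = vehicle wells with protein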
GPR151 ag – activators of human GPR151; PathHunter beta-arrestin GPR151 cells, luminescence; activation, % at 11.2 µM; 1% of 650,000 active; in the data active means activation above about 4.9%;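 further: 0% = median of compound wells and 100% = cells with positive control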
Active calls of the source: *.

SMILES	GPR151 ag	MITF inh	TEAD-YAP block	FBW7 act
CC1(C)CC(=O)C2=C(C1)N(c1ccc(Br)cc1)C(N)=C(C#N)C2c1ccccc1 (centres undefined)	1.3	-2	-8	0.1
CCNS(=O)(=O)c1ccc(NC(=O)c2ccncc2)cc1	1.1	-6	2	0.3
CCOC(=O)C1=NNC(C(=O)c2ccccc2)C1c1ccccc1 (centres undefined)	2.9	7	9	0.1
CCOc1cc2c(cc1OCC)C1c3ccccc3OCC(=O)N1CC2 (centres undefined)	0.9	0	-2	-0.1
Cc1ccc(OCCCC(=O)Nc2ccc(S(=O)(=O)Nc3ccccn3)cc2)cc1	0.1	1	-3	0.6
CN(C)c1ccc(C(CN)N2CCc3ccccc32)cc1 (centres undefined)	-1.9	17	0	-0.1
O=C(Cc1cccs1)Nc1cccc(-c2cn3ccsc3n2)c1	-3.3	19	-33	0.8
COC(=O)C1=CN(CC23CC4CC(CC(C4)C2)C3)C=C(C(=O)OC)C1c1ccc2c(c1)OCO2	0.7	-9	-2	0.0
O=C(Cn1c(=O)oc2ccccc21)NNC(=O)c1csc(N2CCOCC2)n1	-1.1	12	-8	0.3
CCOC(=O)c1c(C)oc2ccc(N(C(C)=O)S(=O)(=O)c3ccc(C)cc3C)cc12	1.2	10	11	0.2
CSc1ccc(S(=O)(=O)NCCc2ccccc2)cc1	-1.5	16	-4	0.3
COCCn1c(COc2ccccc2-c2ccccc2)n[nH]c1=S	3.0	4	-3	-0.2
O=C(COC(=O)Cc1ccc(-c2ccccc2)cc1)Nc1ccc2c(c1)OCCO2	-3.4	8	-1	-0.1
c1ccc2c(c1)CCN(c1nc3ccccc3n3cnnc13)C2	-0.9	16	-9	-0.1
CS(=O)(=O)C1=C(N)C(=O)N(c2ccccc2)C1c1ccccc1 (centres undefined)	-0.2	9	-6	0.0
Cc1cc(SCC(=O)Nc2ccccc2F)nc2ccc(F)cc12	0.1	9	7	0.1
COC1CCN(C(=O)CC2C(=O)NCCN2CC2CCCCC2)CC1 (centres undefined)	-0.4	-5	2	-0.1
Cc1ccc(COC(=O)c2cccc(F)c2)cc1	1.2	-9	-2	0.1
COC(=O)c1cc(C(=O)NCCc2ccc(S(N)(=O)=O)cc2)cc([N+](=O)[O-])c1	-1.3	13	3	-0.2
COc1ccc(C(=O)CCC(=O)Nc2ccc(O)cc2)cc1	2.5	-3	2	-0.1
COc1ccc(N=NC(C(=N)N)C(N)=O)cc1 (centres undefined)	-0.4	13	-2	-0.2
COc1ccc(-c2cc(N3CCN(C/C=C/c4ccccc4)CC3)ncn2)cc1	0.8	-9	35*	0.0
COc1ccc(-c2cc(C(F)(F)F)n3nc(C(=O)N4CCN(C)CC4)cc3n2)cc1OC	-0.1	20	-1	0.0
Cc1cccc(CC2SC(N3CCN(c4ccccc4)CC3)=NC2=O)c1 (centres undefined)	0.0	-4	-15	-0.1
O=C(O)c1ccccc1C(=O)Nc1ccc([N+](=O)[O-])cc1	0.4	2	-2	0.0
CCc1nn(CC(=O)N2C(C)CCCC2C)c(=O)c2cc3ccsc3n12 (centres undefined)	-0.5	14	12	0.9
COc1ccc(-c2noc(-c3ccccc3[N+](=O)[O-])n2)cc1	-5.1	9	-63	0.8
CCN1CCC(N(C)Cc2cccc3ccccc23)CC1	0.1	21	-5	0.8
C/C(=C/c1ccccc1)C(=O)Nc1ccc([N+](=O)[O-])cc1C	-0.1	15	-8	0.0
Cc1cc(NCCN(C(C)C)C(C)C)nc(-c2ccc(N3CCOCC3)nc2)n1	0.7	4	-5	-0.1
COc1ccccc1-n1c(SCC(N)=O)nnc1-c1ccccn1	1.4	10	-2	0.1
c1ccc(-c2ncc(-c3cnccn3)c(-c3cccnc3)n2)nc1	-2.1	13	21	-0.2
CC(C)c1ccc(NC(=O)C2C3C=CC4(O3)C2C(=O)N(Cc2cccnc2)C4C(=O)NC2CCCCC2)cc1 (centres undefined)	-1.9	6	2	0.4
CCOC(=O)C1=C(C)NC(=S)NC1c1ccc(OC(C)C)cc1 (centres undefined)	2.3	1	2	0.0
CC(C)N(CCNC(=O)c1csc(Nc2cccc(N(C)C)c2)n1)C(C)C	-0.1	0	-2	-0.1
Fc1ccc(COc2cccc(-n3cnnn3)c2)cc1	-0.4	-5	-9	-0.2
O=c1[nH]c(N2CCCCC2)nc2c1CCN(Cc1cccc3cccnc13)C2	-0.3	-5	-4	0.0
COCCNc1nc(-c2ccc(N3CCOCC3)cc2)ccc1C(=O)N1CCN(C)CC1	0.5	3	-1	-0.1
O=S(=O)(NCc1csc(-c2ccccc2)n1)c1cc(F)ccc1F	-0.1	-2	-11	0.0
CCOC(CNC(=O)c1cccc(NC(=O)c2cccs2)c1)(OCC)c1ccccn1	-1.4	-2	5	-0.3

Arranged by SMILES length (descending): some entries from above.
SMILES	GPR151 ag	MITF inh	TEAD-YAP block	FBW7 act
C/C(=C/c1ccccc1)C(=O)Nc1ccc([N+](=O)[O-])cc1C	-0.1	15	-8	0.0
O=S(=O)(NCc1csc(-c2ccccc2)n1)c1cc(F)ccc1F	-0.1	-2	-11	0.0
Cc1cc(SCC(=O)Nc2ccccc2F)nc2ccc(F)cc12	0.1	9	7	0.1

The listing continues:
SMILES	GPR151 ag	MITF inh	TEAD-YAP block	FBW7 act
CC1=C(C(=O)OC2CCCCC2)C(c2cccc(Br)c2)C2=C(CC(C)(C)CC2=O)N1 (centres undefined)	0.8	-1	-6	0.1
O=C(NCc1ccccc1)Nc1cccn(Cc2ccccc2)c1=O	0.1	0	-3	-0.2
COc1cccc(NC(=O)c2cc[n+]([O-])cc2)c1	1.0	-3	-8	0.0
COC(=O)c1ccc2c(c1)N(Cc1ccc(F)cc1)C(=O)C(C)O2 (centres undefined)	-0.8	14	-2	0.5
CC(=O)Nc1ccc(S(=O)(=O)Oc2ccc(N3C(=O)C4CCCCC4C3=O)cc2)cc1 (centres undefined)	0.8	2	18	0.0
Cn1c2ccccc2c2cc(C3Nc4ccccc4C(=O)N3c3ccc(F)cc3)ccc21 (centres undefined)	-1.0	-8	-39	-0.2
Fc1ccc(C2=NN3C(C2)c2cc(Cl)ccc2OC3c2ccc(F)c(F)c2)cc1 (centres undefined)	-0.7	-11	-1	0.0
Cc1cccc(-n2nc3c(c2NC(=O)c2cccc([N+](=O)[O-])c2)CSC3)c1C	-2.5	-2	6	0.1
COc1cc(C=O)c(Cl)cc1OCc1ccccc1	-1.5	-7	-31	-0.3
CN(C)C(=O)Nc1ccc2c(c1)nnn2C	-1.9	-3	4	0.3

2 entries from above in a different format.
O=c1[nH]c(N2CCCCC2)nc2c1CCN(Cc1cccc3cccnc13)C2
  GPR151 ag: -0.3 | MITF inh: -5 | TEAD-YAP block: -4 | FBW7 act: 0.0

Cc1cccc(-n2nc3c(c2NC(=O)c2cccc([N+](=O)[O-])c2)CSC3)c1C
  GPR151 ag: -2.5 | MITF inh: -2 | TEAD-YAP block: 6 | FBW7 act: 0.1

(further entries)
SMILES	GPR151 ag	MITF inh	TEAD-YAP block	FBW7 act
CC1CN(C(=S)NC(=O)C2CC2)CCN1C(=S)NC(=O)C1CC1 (centres undefined)	2.3	18	8	0.2
CCOc1ccc(NS(=O)(=O)c2ccc(OC)c([N+](=O)[O-])c2)cc1	1.6	5	15	-0.2
CC1=C(C#N)C(=O)N(CCCO)C(=O)/C1=C\c1ccc(-c2cc(C)c(C)cc2[N+](=O)[O-])o1	1.6	-3	0	-0.2
O=c1[nH]c2ccc(NS(=O)(=O)c3ccc(Br)s3)cc2[nH]1	-1.5	-3	5	0.6
CS(=O)(=O)c1cncnc1C1CCCN(C(=O)N2CCOCC2)C1 (centres undefined)	-0.1	10	-2	0.1
COc1ccc(/C=N/NC(=O)c2nnn(-c3nonc3N)c2CN(C)C)c(OC)c1	-0.9	-10	-10	0.0
Cc1ccc(CN2C(=O)C(C)Oc3ccc(F)cc32)cc1 (centres undefined)	-0.1	23	2	0.0
NCCN1C(=O)C2C3c4ccccc4C(c4ccccc43)C2C1=O (centres undefined)	0.8	2	-13	0.2
CC(=O)Nc1ccc(NC(=O)COc2ccc(C)cc2C)cc1	-0.7	10	-19	0.1
O=C1NCCN(Cc2ccc(-c3ccccc3)cc2)C1CC(=O)N1CCc2[nH]ncc2C1 (centres undefined)	-0.4	-12	5	-0.1
CCOC(=O)Cn1c(C)nc2c(C(=O)OCC)sc(C)c2c1=O	-1.0	-4	4	-0.1
O=C(Nc1ccccc1F)C1CN(S(=O)(=O)c2ccccc2)CCN1S(=O)(=O)c1ccccc1 (centres undefined)	-1.1	22	-6	0.6
CC(C)(C)NC(=O)CSc1nc(C(C)(C)C)nc2ccccc12	-0.6	21	1	0.0
CC(=O)c1cccc(-c2nc3ncnc(NCCOc4ccccc4)c3[nH]2)c1	1.3	6	-9	0.0
COc1ccc2cc(CCNC(=O)c3cccc(OC)c3OC)c(=O)[nH]c2c1	1.1	14	6	0.1
O=C(Cn1c(=O)c2c(ncn2C2CCCC2)n(Cc2ccccc2)c1=O)NCc1ccco1	-0.7	8	11	0.0
CCC(CC)NC(=O)COc1ccc(S(=O)(=O)N(CC)CC)cc1[N+](=O)[O-]	0.4	-5	7	0.0
COc1cccc(OC)c1C(=O)N1CCN(Cc2ccc3c(c2)OCO3)CC1	-0.1	46	-5	0.9
CCOC(=O)C1CCCN(S(=O)(=O)c2ccc3c4c2CC(=O)N4CC(C)S3)C1 (centres undefined)	-1.9	-14	9	0.0
Brc1ccc(C2C=C(c3cccc(Br)c3)Nc3ncnn32)cc1 (centres undefined)	2.1	2	-11	0.5

Structural class, the compounds so far with a furan ring, fused or not
SMILES	GPR151 ag	MITF inh	TEAD-YAP block	FBW7 act
CCOC(=O)c1c(C)oc2ccc(N(C(C)=O)S(=O)(=O)c3ccc(C)cc3C)cc12	1.2	10	11	0.2
CC1=C(C#N)C(=O)N(CCCO)C(=O)/C1=C\c1ccc(-c2cc(C)c(C)cc2[N+](=O)[O-])o1	1.6	-3	0	-0.2
O=C(Cn1c(=O)c2c(ncn2C2CCCC2)n(Cc2ccccc2)c1=O)NCc1ccco1	-0.7	8	11	0.0

New compounds follow:
SMILES	GPR151 ag	MITF inh	TEAD-YAP block	FBW7 act
C=CCNC(=O)CCCOc1ccc(Cl)cc1Cl	0.5	4	-18	0.1
Nc1ncccc1OCc1cccc(C(F)(F)F)c1	-0.5	3	-2	0.0
CCOC(=O)CC(N)c1ccccc1Cl (centres undefined)	0.2	8	5	0.2
Cc1nc2cc(C(F)(F)F)cc(Br)c2nc1C	0.6	16	0	0.3
O=C(CN1C(=O)S/C(=C/c2ccccc2F)C1=O)Nc1cccc(O)c1	-0.8	-4	6	0.0
Cc1nc(C)n(-c2ccc(Nc3cc(-c4nn(-c5cccc(C(F)(F)F)c5)cc4-c4ccccc4)ccn3)cc2)n1	1.7	8	-10	-0.4
Cc1ccc(NC(=O)C(Cc2ccccc2)N2C(=O)c3ccccc3C2=O)c(C)c1 (centres undefined)	3.4	4	5	-0.2
Cc1cc(C)cc(OCC(=O)Nc2ccc([N+](=O)[O-])cc2)c1	0.3	-4	-10	-0.1
Cc1ccc(S(=O)(=O)N(CC(=O)Nc2ccc(C(N)=O)cc2)c2ccc(F)cc2)cc1	-1.1	8	-8	0.0
O=C(O)COc1ccc(/C=C2/NC(=O)N(Cc3ccc(Br)cc3)C2=O)cc1	1.3	8	10	0.0
O=C(N/N=C/c1ccco1)c1csc2c1CCCC2	-1.7	16	-18	0.2
CC(C)OC(=O)C(C(=O)C(F)(F)F)c1cc(NS(=O)(=O)c2ccc(C(C)C)cc2)c2ccccc2c1O (centres undefined)	-0.7	12	10	0.0
COc1ccc(S(=O)(=O)n2cnc3ccccc32)cc1OC	-1.2	18	4	-0.5
CCN(CC)CCNC(=O)C(C(=O)c1ccccc1)n1ccccc1=O (centres undefined)	-0.5	-4	9	0.1
CC(=O)c1c(C)cc(C)c(CSc2nnnn2-c2cccc3ccccc23)c1C	1.3	1	-8	0.0
COc1ccc(OC(C)C(=O)Nn2cnnc2)cc1 (centres undefined)	-0.2	3	10	-0.1
Cc1cc(C)c([C@@H]2C[C@H]3CN(C)C(=O)[C@]34CCCN24)cc1C	2.3	-4	2	0.0
COc1ccc(C(=O)NC(=O)COC(=O)Cn2cc(C(F)(F)F)ccc2=O)cc1	-1.3	9	5	0.3
COc1ccc2nc(SCC(=O)Nc3sc(C)c(C)c3C#N)c(C#N)cc2c1	1.5	-2	-6	0.1
Cc1nccn1CCc1n[nH]c(=S)n1Cc1ccccc1	-1.6	0	0	0.4
O=C1N/C(=C/c2ccc(-c3ccccc3[N+](=O)[O-])o2)C(=O)N1Cc1ccc(Cl)cc1	-1.0	8	3	-0.1
Cn1ncc2c(NCc3cccnc3)ncnc21	-0.6	13	4	-0.1
CC(C)c1ccc(/C=N/Nc2nncn2N)cc1	2.1	10	12	-0.2
CCOC(=O)c1c(NC(=O)c2cccc(OC)c2OC)sc2c1CCN(C(C)=O)C2	0.0	-14	11	0.1
CCOc1ccccc1N(C)C(=O)Cn1ncc2c1-c1ccccc1OC2	0.6	-13	5	-0.1
O=C(Nc1cc(Br)ccc1O)c1cc(-c2ccc3c(c2)OCO3)on1	-0.6	-19	13	0.0
CS(=O)(=O)C1=NSC2=NC(=O)/C(=C\c3cccn3-c3ccc(F)cc3)C(=N)N21	-1.5	-2	-1	0.1
COC(=O)c1cc(OC)c(OC)c(OC)c1NS(=O)(=O)c1cccc([N+](=O)[O-])c1	-0.6	4	4	-0.1
O=C(Nc1ccc2oc(-c3ccc(Cl)cc3Cl)nc2c1)c1cccc(Cl)c1	-0.8	13	-5	0.2
